Ecoli viability: reduces bacterial viability in AddAB counter-screen. E. coli V3065 growth, OD600 absorbance, 18 h. 0.27% of 330,000 active. inhibition, % at 11.9 µM;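 active = inhibition above the campaign's mean inhibition across all tested compounds plus 3 SD, cut at about 9.9% in these data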;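 note: uninfected addAB+ strain grown without phage in ampicillin broth; 0% = DMSO wells and 100% = ciprofloxacin 0.95 µg/ml wells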
SR-BI uptake up: SR-BI HDL lipid transfer activation | CHO ldlA[mSR-BI] cells, DiI-HDL uptake fluorescence, 3 h; 100 = double the neutral-control signal | activation, % at 12.5 µM | 0.096% of 320,000 active;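 active = mean replicate activation of at least 60% and every replicate at or above 60%; inconclusive = mean or all-replicate condition met, but not both; inactive = mean below 60% and not all replicates reaching 60%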;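 note: 0% = median plate neutral-control signal and 100% = twice that signal; values of inactives mirror those of a sister screen read the other way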
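Test system: SR-BI-overexpressing, LDLR-lacking CHO cells; Also added: labelled HDL, 10 µg/mL; Measured by: bottom-read cell fluorescence after medium removal, ex 550/em 595 nm; Timing: 3 h uptake period with compound, 37 °C; Buffer or medium: F12, 0.5% BSA, 25 mM HEPES; Doses: single compound concentration, delivered by pin transfer.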
Wnt bcat act: activators of Wnt/beta-catenin signaling; Wnt/beta-catenin reporter cell assay, activator, plate reader; activation, % at 9.35 µM; 1.2% of 300,000 active; in the data active = activation above about 30%, passing the limit was not always enough; inconclusive = no clear call, values can overlap the other calls;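 note: 0% = neutral control wells and 100% = positive control wells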
SR-BI HDL uptake: inhibitors of mouse SR-BI mediated HDL lipid uptake; Q61009; ldlA[mSR-BI] CHO cells, DiI-HDL uptake fluorescence, 3 h; inhibition, % at 12.5 µM; 0.96% of 320,000 active;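 active = mean replicate inhibition of at least 70% and a set share of replicates each scoring 70 or more; inconclusive = meets just one of the two criteria; inactive = fails both criteria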;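 note: 0% = median of neutral control wells and 100% = median of positive control wells; values of inactives mirror those of a sister screen read the other way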
Target sequence (Q61009 whole entry, looked up): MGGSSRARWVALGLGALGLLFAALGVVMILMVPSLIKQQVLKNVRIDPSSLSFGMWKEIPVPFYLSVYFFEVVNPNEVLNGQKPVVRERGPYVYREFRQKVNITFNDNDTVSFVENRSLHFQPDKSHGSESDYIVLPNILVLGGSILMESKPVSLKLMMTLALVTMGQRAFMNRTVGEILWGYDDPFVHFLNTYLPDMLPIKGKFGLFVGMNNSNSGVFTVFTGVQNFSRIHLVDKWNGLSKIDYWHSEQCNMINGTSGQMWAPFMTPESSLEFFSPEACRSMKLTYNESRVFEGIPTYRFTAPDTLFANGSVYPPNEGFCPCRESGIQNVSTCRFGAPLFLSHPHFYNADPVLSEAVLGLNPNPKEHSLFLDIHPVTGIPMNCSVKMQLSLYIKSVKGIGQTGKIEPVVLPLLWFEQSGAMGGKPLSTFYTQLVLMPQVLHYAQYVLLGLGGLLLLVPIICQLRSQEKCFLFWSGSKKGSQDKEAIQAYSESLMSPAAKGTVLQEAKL
phage Ecoli inh: E. coli growth loss with phage present. growth absorbance. AID 651602. inhibition, % at 11.9 µM. 0.26% of 360,000 active; in the data active = inhibition above about 11%
Tat export inh: inhibitors of E. coli Tat protein transport | E. coli MC4100 TorA-mCherry Tat export, fluorescence | inhibition, % at 10 µM | 0.036% of 340,000 active;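 active = mean replicate inhibition at least 50% and at least half of replicates individually reaching 50%; inconclusive = only one of the two criteria met; inactive = neither criterion met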;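 note: exported cargo escapes ClpAP degradation while cytoplasmic cargo is degraded and loses fluorescence; 0% = median of neutral control wells and 100% = median of NaSCN control wells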
MITF act: MITF TRPM1 promoter activation in melanoma cells; SK-MEL-5 TRPM1-promoter luciferase, 24 h; % of positive control, neutral wells = 0; activation, % at 12.5 µM; 0.75% of 300,000 active;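 active = mean activation of at least 80% with every replicate also reaching 80%; inconclusive = mean reaches 80% but some replicate falls short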;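 note: 0% = neutral control wells and 100% = parthenolide positive control wells; values of inactives mirror those of a sister screen read the other way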
CAL PDZ FP-1: blocks peptide binding to the human CAL PDZ domain; Q9HD26; AID 602252; purified CAL PDZ, TMR-peptide fluorescence polarization, 1 h; inhibition, % at 24.9 µM; 0.92% of 300,000 active;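 active = mean inhibition of at least 30% with at least half of replicates also reaching 30%; inconclusive = no clear call, values can overlap the other calls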;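 note: 0% = DMSO neutral control and 100% = excess unlabeled competitor peptide PRC23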
AddAB inh: less growth of phage-infected E. coli with AddAB | AID 435030 | E. coli expressing H. pylori AddAB, absorbance growth | 0.29% of 330,000 active | inhibition, % at 11.9 µM; in the data active = inhibition above about 12%;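 note: 0% = vehicle wells of infected cells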
CAL PDZ FP-2: blocks peptide binding to human CAL PDZ domain; Q9HD26; purified CAL PDZ, TMR-peptide fluorescence polarization, 1 h; inhibition, % at 20 µM; 0.02% of 330,000 active; AID 504414;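 active = highest replicate inhibition of at least 40%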;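 note: plate controls were DMSO neutral control wells for no effect and unlabeled competitor peptide control wells for full effect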
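material = purified tagged CAL PDZ domain construct (CerCALP) | compound dosing = 20 µM, one dose | times = 1 h at RT | measured by = fluorescence polarization from S- and P-plane intensities, G-factor corrected | read-out = inhibition from polarization loss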
Active calls of the source: *.

What do the screens show for `CCCC(=O)Nc1nc2n(n1)C(c1ccccc1)CC(=O)N2` (centres undefined)?
Ecoli viability: -3.3; SR-BI uptake up: 8.0; Wnt bcat act: 2.4; SR-BI HDL uptake: -8.0; phage Ecoli inh: 0.0; Tat export inh: -2.1; MITF act: -17.5; AddAB inh: 0.0; CAL PDZ FP-2: 0.3

What do the screens show for `CCN(CC)CCOc1ccc(/C(=C(\Cl)c2ccccc2)c2ccccc2)cc1`?
Ecoli viability: 0.2; SR-BI uptake up: 8.4; Wnt bcat act: -10.6; SR-BI HDL uptake: -8.4; phage Ecoli inh: 1.3; Tat export inh: 12.3; MITF act: 8.1; CAL PDZ FP-1: -1.7; AddAB inh: -0.9; CAL PDZ FP-2: -1.6

Results for CCN(CC(=O)Nc1c(F)cccc1F)C(=O)CCNC(=O)c1ccccc1OC ?
Ecoli viability: -0.6; SR-BI uptake up: -5.4; Wnt bcat act: 1.4; SR-BI HDL uptake: 5.4; phage Ecoli inh: 2.1; Tat export inh: 1.0; MITF act: 3.8; CAL PDZ FP-1: 9.7; AddAB inh: -0.3; CAL PDZ FP-2: -0.7

What do the screens show for `CCC(C)(C)n1nnnc1C(c1ccc(OC)c(OC)c1)N1CCN(c2ccccc2)CC1` (centres undefined)?
Ecoli viability: -1.1; SR-BI uptake up: -1.7; SR-BI HDL uptake: 1.7; phage Ecoli inh: 0.8; Tat export inh: -9.6; MITF act: 8.9; CAL PDZ FP-1: 1.8; AddAB inh: 3.0; CAL PDZ FP-2: -0.5

How did O=C(NCc1ccc(Cl)cc1)C1CCCCN1S(=O)(=O)c1ccccc1 (centres undefined) do in these assays?
Ecoli viability: 3.3; SR-BI uptake up: 4.7; Wnt bcat act: 17.2; SR-BI HDL uptake: -4.7; phage Ecoli inh: 0.9; Tat export inh: 9.3; MITF act: -7.8; AddAB inh: 4.9; CAL PDZ FP-2: -0.7

Results for O=C(Cc1noc2ccccc12)Nc1ccc2ccccc2c1 ?
Ecoli viability: 2.8; SR-BI uptake up: -5.1; Wnt bcat act: 21.8; SR-BI HDL uptake: 5.1; phage Ecoli inh: 4.0; Tat export inh: 3.1; CAL PDZ FP-1: -4.2; AddAB inh: -1.0; CAL PDZ FP-2: -1.0

Results for O=C(COc1ccccc1)NS(=O)(=O)c1ccccc1 ?
Ecoli viability: -2.5; SR-BI uptake up: 9.9; Wnt bcat act: -0.8; SR-BI HDL uptake: -9.9; phage Ecoli inh: 0.4; Tat export inh: 1.7; MITF act: -3.3; CAL PDZ FP-1: -1.5; AddAB inh: 3.0; CAL PDZ FP-2: -2.0

What do the screens show for `Cc1cc2oc(=O)c3c(c2cc1OCc1nn[nH]n1)CCCC3`?
Ecoli viability: 1.1; SR-BI uptake up: 15.5; Wnt bcat act: -2.2; SR-BI HDL uptake: -15.5; phage Ecoli inh: 0.3; Tat export inh: 3.3; MITF act: 1.8; CAL PDZ FP-1: 0.5; AddAB inh: 1.3; CAL PDZ FP-2: -0.3

How did CCC(=O)N1c2ccc(S(=O)(=O)NCCc3ccc(C)cc3)cc2CC1C (centres undefined) do in these assays?
Ecoli viability: -2.5; SR-BI uptake up: 2.4; Wnt bcat act: -0.6; SR-BI HDL uptake: -2.4; phage Ecoli inh: 1.0; Tat export inh: 3.1; MITF act: -10.4; CAL PDZ FP-1: -3.9; AddAB inh: 0.8; CAL PDZ FP-2: -2.2

What do the screens show for `CCC(CC)NC(=O)c1cccc([N+](=O)[O-])c1C`?
Ecoli viability: -1.8; SR-BI uptake up: 45.8; Wnt bcat act: -1.6; SR-BI HDL uptake: -45.8; phage Ecoli inh: 3.1; Tat export inh: -4.7; MITF act: -6.6; CAL PDZ FP-1: -1.0; AddAB inh: 0.7; CAL PDZ FP-2: -2.7

How did COc1ccc(C2C(C(=O)C(C)(C)C)=C(O)C(=O)N2Cc2ccccc2)cc1 (centres undefined) do in these assays?
Ecoli viability: 0.2; SR-BI uptake up: 22.2; Wnt bcat act: -0.6; SR-BI HDL uptake: -22.2; phage Ecoli inh: 3.7; Tat export inh: 0.3; MITF act: 12.0; CAL PDZ FP-1: -3.1; AddAB inh: 0.4; CAL PDZ FP-2: 0.4

What do the screens show for `C#CCOCCOCCOCCNc1nc(N2CCN(C(=O)C([C@@H](C)O)n3cc([C@@H](N)CCCCN)nn3)CC2)nc(N2CCN(C(=O)[C@H](CCCN=C(N)N)n3cc(C(N)[C@@H](C)CC)nn3)CC2)n1` (some centres undefined)?
Ecoli viability: -3.1; SR-BI uptake up: -1.4; SR-BI HDL uptake: 1.4; Tat export inh: 19.5; MITF act: -1.3; CAL PDZ FP-1: 1.8; AddAB inh: -1.2; CAL PDZ FP-2: 0.4

How did CN(C(=O)c1cccc(NC(=O)Cc2ccc(NC(=O)C3CCN(C(=O)C4CC4)CC3)cc2)c1)C1CCCC1 do in these assays?
SR-BI uptake up: -37.5; Wnt bcat act: -0.8; SR-BI HDL uptake: 37.5; phage Ecoli inh: 0.9; Tat export inh: 2.5; MITF act: 0.1; CAL PDZ FP-1: -4.1; CAL PDZ FP-2: -1.9

What do the screens show for `COCCCNC(=O)C[C@H]1C[C@H](C(=O)N2CCCCC2)[C@@]2(C)c3[nH]c4cc(-c5ccco5)ccc4c3CCN2C1=O`?
Ecoli viability: -2.7; SR-BI uptake up: -15.1; Wnt bcat act: -2.2; SR-BI HDL uptake: 15.1; phage Ecoli inh: 2.4; Tat export inh: 5.0; MITF act: 2.2; CAL PDZ FP-1: 0.6; AddAB inh: -2.0; CAL PDZ FP-2: 0.4

What do the screens show for `CC(C)Oc1ccc(-c2cc(C(=O)NCCN3CCOCC3)c3ccccc3n2)cc1`?
Ecoli viability: 0.0; SR-BI uptake up: -42.6; SR-BI HDL uptake: 42.6; phage Ecoli inh: 2.9; Tat export inh: 0.7; MITF act: 22.4; CAL PDZ FP-1: -1.4; AddAB inh: 1.5; CAL PDZ FP-2: -1.0

Results for CC(=O)NC(Cc1ccc(F)c(F)c1)C(=O)NC1CCN(c2c(Cc3ccccc3)c(C)nc3ncnn23)CC1 (centres undefined) ?
Ecoli viability: 0.5; SR-BI uptake up: -38.8; Wnt bcat act: -2.0; SR-BI HDL uptake: 38.8; phage Ecoli inh: 1.3; Tat export inh: inconclusive; MITF act: 2.3; AddAB inh: 4.1; CAL PDZ FP-2: -0.5

Results for COc1cc(-c2[nH]ncc2CN(C)Cc2nonc2C)cc(OC)c1OC ?
Ecoli viability: 1.1; Wnt bcat act: 0.7; phage Ecoli inh: 0.5; Tat export inh: 0.6; MITF act: -14.1; AddAB inh: 2.8; CAL PDZ FP-2: -2.5

What do the screens show for `CCCOP(=O)(OCCC)C(NC(=O)C(C)(C)C)c1ccccc1` (centres undefined)?
Ecoli viability: -2.2; SR-BI uptake up: -8.2; Wnt bcat act: -1.8; SR-BI HDL uptake: 8.2; phage Ecoli inh: 2.8; Tat export inh: -4.1; MITF act: -8.5; CAL PDZ FP-1: -0.8; AddAB inh: 1.1; CAL PDZ FP-2: -3.7

What do the screens show for `COC(C)(C)c1cc(C(C)(C)C)nc(N)n1`?
Ecoli viability: -3.9; SR-BI uptake up: 23.1; SR-BI HDL uptake: -23.1; phage Ecoli inh: 1.0; Tat export inh: -0.6; MITF act: -4.9; CAL PDZ FP-1: -1.4; AddAB inh: 0.9; CAL PDZ FP-2: -0.8

How did O=C(Nc1nc(-c2ccco2)c(-c2ccco2)s1)c1ccc(F)cc1F do in these assays?
SR-BI uptake up: -40.8; Wnt bcat act: 6.9; SR-BI HDL uptake: 40.8; phage Ecoli inh: 4.5; Tat export inh: -7.3; MITF act: 52.7; CAL PDZ FP-1: -0.8; CAL PDZ FP-2: -3.2

How did Cn1cnc(S(=O)(=O)N2CCN(c3cccc(Cl)c3)CC2)c1 do in these assays?
Ecoli viability: 0.8; SR-BI uptake up: -1.5; Wnt bcat act: -2.2; SR-BI HDL uptake: 1.5; phage Ecoli inh: 2.8; Tat export inh: 15.0; MITF act: -5.5; CAL PDZ FP-1: 7.4; AddAB inh: 1.2; CAL PDZ FP-2: 1.3

How did NC(=O)C1(N2CCCCC2)CCN(c2ccc3nnc(-c4ccccc4)n3n2)CC1 do in these assays?
Ecoli viability: -0.6; SR-BI uptake up: 40.0; Wnt bcat act: -2.8; SR-BI HDL uptake: -40.0; phage Ecoli inh: 1.8; Tat export inh: 0.0; CAL PDZ FP-1: -3.9; AddAB inh: -0.2; CAL PDZ FP-2: -1.1

Results for CCC(=O)NC(NC(=S)Nc1ccccc1Br)C(Cl)(Cl)Cl (centres undefined) ?
Ecoli viability: 0.3; SR-BI uptake up: 29.8; Wnt bcat act: -1.5; SR-BI HDL uptake: -29.8; phage Ecoli inh: 3.2; Tat export inh: 2.2; MITF act: -1.5; CAL PDZ FP-1: -5.9; AddAB inh: 2.8; CAL PDZ FP-2: -0.2

What do the screens show for `CCOc1ccc(NC(=O)COC(=O)CCCc2c[nH]c3ccccc23)cc1`?
Ecoli viability: -0.2; SR-BI uptake up: -5.0; SR-BI HDL uptake: 5.0; phage Ecoli inh: -0.4; Tat export inh: 3.2; MITF act: -4.9; CAL PDZ FP-1: -6.0; AddAB inh: -1.9; CAL PDZ FP-2: -0.2

How did CCOc1ccccc1C(=O)Nc1ccc(S(=O)(=O)Nc2cc(OC)nc(OC)n2)cc1 do in these assays?
Ecoli viability: -0.6; SR-BI uptake up: 23.6; Wnt bcat act: -2.6; SR-BI HDL uptake: -23.6; phage Ecoli inh: -0.7; Tat export inh: 2.2; MITF act: -0.7; CAL PDZ FP-1: -6.6; AddAB inh: 2.8; CAL PDZ FP-2: -3.3

What do the screens show for `COc1ccc2oc(C(=O)Nc3nc4ccccc4[nH]3)c(C)c2c1`?
Ecoli viability: -4.6; SR-BI uptake up: -1.5; Wnt bcat act: 0.0; SR-BI HDL uptake: 1.5; phage Ecoli inh: -1.8; Tat export inh: 1.1; MITF act: 55.7; CAL PDZ FP-1: 0.6; AddAB inh: -4.6; CAL PDZ FP-2: -3.4

How did Clc1cc2c(c(CSc3nc4ccccc4n4cccc34)c1)OCOC2 do in these assays?
Ecoli viability: 0.7; SR-BI uptake up: -15.8; Wnt bcat act: 0.1; SR-BI HDL uptake: 15.8; phage Ecoli inh: 0.7; Tat export inh: -1.4; MITF act: 6.8; CAL PDZ FP-1: -5.7; AddAB inh: -1.4; CAL PDZ FP-2: 0.4

2 records drawn at random from those above:
What do the screens show for `COC(C)(C)c1cc(C(C)(C)C)nc(N)n1`?
Ecoli viability: -3.9; SR-BI uptake up: 23.1; SR-BI HDL uptake: -23.1; phage Ecoli inh: 1.0; Tat export inh: -0.6; MITF act: -4.9; CAL PDZ FP-1: -1.4; AddAB inh: 0.9; CAL PDZ FP-2: -0.8

Results for CCC(=O)NC(NC(=S)Nc1ccccc1Br)C(Cl)(Cl)Cl (centres undefined) ?
Ecoli viability: 0.3; SR-BI uptake up: 29.8; Wnt bcat act: -1.5; SR-BI HDL uptake: -29.8; phage Ecoli inh: 3.2; Tat export inh: 2.2; MITF act: -1.5; CAL PDZ FP-1: -5.9; AddAB inh: 2.8; CAL PDZ FP-2: -0.2
